Assay outcomes from PubChem.
aSyn UTR inh: MLPCN primary screen, SNCA 5' untranslated region; 300,000 tested, 0.82% active; inhibition, % (tested at 7.5 µM); alpha-synuclein 5'UTR reporter, inhibitor activity; AID 1813, 2009; in the data active = inhibition above about 60%;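 also: H4 neuroglioblastoma cells stably carrying SNCA 5'UTR luciferase fusion; 0% = DMSO wells and 100% = positive control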
MrgX1 antag: antagonists of human MrgX1 receptor, primary screen, HEK293 cells, Fluo-4 calcium flux; BAM8-22 antagonism; stronger effect = lower value; B-score at 10 µM; 310,000 tested, 1.3% active;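 active = calcium-response B-score plate-corrected more than 3 library SD below zero, starting fluorescence within 5 deviations, no agonist response on first addition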;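 also: peak minus trough fluorescence over baseline after final BAM8-22 challenge near maximal dose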
TRPC6 act: mouse TRPC6 channel activators, primary screen, cell-based, HEK293, membrane potential dye | B-score at 10 µM | 310,000 tested, 0.13% active | Short transient receptor potential channel 6 (Mus musculus), Q61143 | HEK293-TRPC6 membrane potential dye fluorescence; stronger effect = higher value | AID 2550, 2010;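 active = B-score of the integrated fluorescence ratio above library mean plus 3 SD, and starting fluorescence ratio within library mean plus 5 SD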;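 also: higher score means more depolarization so channel activation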
Target sequence (Q61143 whole entry, looked up): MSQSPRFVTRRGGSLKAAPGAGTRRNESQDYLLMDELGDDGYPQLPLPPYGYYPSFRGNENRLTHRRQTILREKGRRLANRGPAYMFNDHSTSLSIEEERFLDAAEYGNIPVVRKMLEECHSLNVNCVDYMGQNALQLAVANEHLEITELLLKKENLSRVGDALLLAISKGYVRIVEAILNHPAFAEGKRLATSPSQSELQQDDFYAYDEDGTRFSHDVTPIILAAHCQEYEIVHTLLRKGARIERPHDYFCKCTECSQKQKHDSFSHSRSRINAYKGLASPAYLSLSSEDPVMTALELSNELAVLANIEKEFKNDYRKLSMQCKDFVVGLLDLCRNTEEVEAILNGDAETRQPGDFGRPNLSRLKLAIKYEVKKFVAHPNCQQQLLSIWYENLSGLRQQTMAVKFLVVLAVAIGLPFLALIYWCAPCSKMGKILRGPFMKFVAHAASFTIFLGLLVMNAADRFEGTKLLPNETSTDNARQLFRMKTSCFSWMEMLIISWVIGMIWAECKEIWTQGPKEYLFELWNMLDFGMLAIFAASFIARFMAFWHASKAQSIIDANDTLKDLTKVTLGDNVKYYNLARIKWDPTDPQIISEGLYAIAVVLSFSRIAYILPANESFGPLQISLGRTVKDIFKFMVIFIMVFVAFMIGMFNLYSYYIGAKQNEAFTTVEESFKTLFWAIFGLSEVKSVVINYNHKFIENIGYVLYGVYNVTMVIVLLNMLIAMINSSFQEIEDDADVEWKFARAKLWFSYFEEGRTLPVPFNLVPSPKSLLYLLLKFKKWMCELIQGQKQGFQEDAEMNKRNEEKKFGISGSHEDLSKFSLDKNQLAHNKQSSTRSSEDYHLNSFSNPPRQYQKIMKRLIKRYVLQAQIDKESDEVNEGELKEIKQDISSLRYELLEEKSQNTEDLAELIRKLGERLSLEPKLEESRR
TRPC4 block: inhibitors of mouse TRPC4 channel, primary screen, Fluo4 calcium, HEK293 TRPC4beta/mu-opioid cells; Short transient receptor potential channel 4 (Mus musculus), Q9QUQ5; DAMGO-evoked Fluo4 calcium flux; stronger effect = lower value; B-score at 10 µM; 300,000 tested, 0.39% active; AID 2247, 2010;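 active = B-score over 3 SD under the library average, no early fluorescence shift, positive overall ratio signal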
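test system = HEK293 cells with stable TRPC4beta plus mu-opioid receptor expression | detection = Fluo4 Ca2+ flux fluorescence | read-out = integrated fluorescence ratio relative to baseline, converted to per-well B score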
TRPC6 inhibitor: mouse TRPC6 channel inhibitors, primary screen, cell-based, HEK293, membrane potential dye; Short transient receptor potential channel 6 (Mus musculus), Q61143; ACh-evoked depolarization; stronger effect = lower value; B-score at 10 µM; 310,000 tested, 1.1% active;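 active = B-score under library mean minus 3 SD, initial fluorescence not abnormally high, positive integrated signal ratio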;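 also: B-score derived from integrated fluorescence ratio over the kinetic read; more negative B-score means stronger inhibition of depolarization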
TRPC4 act: activators of mouse TRPC4 channel, primary screen, Fluo4 calcium, HEK293 TRPC4beta/mu-opioid cells | 310,000 tested, 0.49% active | Fluo4 calcium fluorescence; stronger effect = higher value | B-score at 10 µM;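 active = B-score above 5 SD of library B-scores, and initial fluorescence ratio not above library mean plus 5 SD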;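 also: positive B-score marks a calcium rise read as TRPC4 activation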
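Assay system: HEK293 stable line with TRPC4beta plus mu-opioid receptor; schedule: 45 min room-temperature Fluo4 loading, 110 s read; technique: kinetic Fluo4 calcium fluorescence; evaluation: integrated baseline-normalised fluorescence ratio, converted to per-well B score; controls: buffer (low) and maximal DAMGO (high)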
SKKanGAS inh: S. pyogenes SKKanGAS growth inhibitors in kanamycin, primary screen, streptokinase expression inhibitor project, SKKanGAS strain, BacTiter-Glo luminescence; 6 h; inhibition, % at 7.5 µM; 300,000 tested, 1.3% active; AID 1662, 2009;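 active = mean replicate score, as percent of positive control median, at least 50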;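 also: strain carries kanamycin resistance gene driven by streptokinase promoter and grows in 40 µg/ml kanamycin; loss of luminescence reflects streptokinase promoter inhibition or plain growth inhibition; 0% = median of DMSO wells and 100% = positive control at its reference dose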
IEC-6 cytotox: cytotoxicity in IEC-6 intestinal epithelial cells, primary screen, cytotoxicity control for KLF5 inhibitor project, cell-based, luminescence; AID 1825, 2009; inhibition, % at 5 µM; IEC-6 cytotoxicity, luminescence viability; 290,000 tested, 0.78% active; in the data active = inhibition above about 22%;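 also: 0% = plate median of test compound wells and 100% = cytotoxic reference compound wells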
KLF5 inhibitor: KLF5 expression inhibitors, primary screen, DLD-1 cells, luminescence | DLD-1 KLF5 promoter-luciferase reporter | inhibition, % at 5 µM | 290,000 tested, 0.23% active;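 active = inhibition above a per-plate limit of that plate's mean compound inhibition plus 3 SD, cut at about 60% in these data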;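 also: 0% = DMSO wells and 100% = LY294002 at 200 µM; higher means less KLF5 promoter-driven luciferase light; inactives centre near -14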
HIF act: HIF pathway transcriptional activators, primary screen, cell-based, U2OS HRE-luciferase, luminescence | U2OS HRE-luciferase reporter; normalized: DMSO 0%, desferrioxamine 100% | activation, % at 7.5 µM (by protocol) | 300,000 tested, 0.32% active;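 active = mean activation of at least 10% of the iron chelator positive control signal, with at least half of replicates also reaching 10%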
TRPC4 PAM: positive allosteric modulators of TRPC4, primary screen, cell-based, mouse TRPC4beta, HEK293 mu-opioid, Fluo-4 calcium. B-score at 10 µM. 310,000 tested, 0.42% active. DAMGO EC20, Fluo-4 Ca2+ flux; stronger effect = higher value;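 active = B-score of calcium response area above 5 SD of library B-scores, with initial fluorescence ratio within 5 SD of library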;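 also: B-score of integrated fluorescence ratio over time as area under calcium response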
* hit, by the source's call; i = inactive; / = not tested or not shown.

Value order – aSyn UTR inh, MrgX1 antag, TRPC6 act, TRPC4 block, TRPC6 inhibitor, TRPC4 act, SKKanGAS inh, IEC-6 cytotox, KLF5 inhibitor, HIF act, TRPC4 PAM
Cc1c(Cl)cccc1NC(=S)N1CCN(c2ccc([N+](=O)[O-])cn2)CC1
    2, i, i, i, i, i, 5, -3, -13, -0.5, i
CN1C(=O)/C(=C\c2ccc(OC(=O)c3ccco3)cc2)SC1=S
    -15, i, i, i, i, i, 4, -3, 4, 0.0, i
Cc1c(N=C(N)/N=C(\N)Nc2ccccc2)c(=O)n(-c2ccccc2)n1C
    -18, -4.6*, i, i, i, i, -2, 6, -16, 0.3, i
COc1ccccc1N1CCN(CC(=O)NCCc2ccc(S(N)(=O)=O)cc2)CC1
    -1, i, i, i, i, i, -2, -9, -9, -0.3, i
CC1=CC=CC2=NC(=O)CC(C)(C(=O)N(CC(=O)NC3CCCC3)c3ccccc3C)N12 (stereo unspecified)
    -13, i, i, i, i, i, -6, 1, -18, 0.3, i
COCCNC(=O)C(c1ccccc1F)N(C(=O)C(=O)NC1CCCC1)C1CCCCC1 (stereo unspecified)
    -26, i, i, i, i, i, 14, 3, -25, -0.1, i
COc1cc(/C=N/Nc2ccc(Cl)c(C(=O)O)c2)ccc1OC(=O)c1ccccc1F
    -2, i, i, i, i, i, 21, 7, 8, -1.0, i
COc1ccc(NC(=O)C(=O)N/N=C(\C)CC(=O)Nc2cc(C)ccn2)c(OC)c1
    9, i, i, i, i, i, -4, -1, -10, -0.1, i
Cc1n[nH]c(=O)nc1NCc1ccccc1Cl
    4, i, i, i, i, i, -5, -3, -31, -0.2, i
CC(=O)C(Sc1ccc2nnc(-c3ccc(F)cc3)n2n1)C(C)=O
    9, i, i, i, i, i, 0, 1, -29, -0.1, i
CC12CCC(C(=O)N(c3ccc(Cl)cc3)C1=O)C2(C)C (stereo unspecified)
    6, i, i, i, i, i, -4, 0, -33, 0.4, i
CCOC(=O)c1sc2nc(C)cc(C)c2c1NC(=O)c1ccco1
    -4, i, i, i, i, i, -5, 8, 12, -0.7, i
CCc1ccc(NC(=O)C(=O)N/N=C(\C)CC(=O)Nc2ccc(OC)cc2)cc1
    -10, i, i, i, i, i, -1, -7, -8, 0.4, i
CCN1C(=O)[C@@H]2[C@@H](c3ccc(-c4ccc(C(C)=O)cc4)cc3)N3CCC[C@@]3(C(=O)OC)[C@@H]2C1=O
    31, i, i, i, i, i, 6, /, /, -0.1, i
CCn1nc(C)cc1C(=O)N1CCCC(Nc2ccc(F)c(F)c2)C1 (stereo unspecified)
    -7, i, i, i, i, i, -2, 1, -19, -0.5, i
O=C(CN1CCOCC1)Nc1ccc(Oc2ccccc2)cc1
    -1, i, i, i, i, i, 2, 1, 4, 0.3, i
Cc1cc(/C=C(\C#N)C(=O)O)c(C)n1CC(C)C
    0, i, i, i, i, i, -4, -4, -24, -0.2, i
O=C(Nc1ccc2c(c1)OCCO2)C1CCN(C(=O)c2ccccc2)CC1
    -40, i, i, i, i, i, 0, -13, -5, 0.4, i
c1cncc(CNc2ncn[nH]2)c1
    4, i, i, i, i, i, -14, 2, 6, -0.2, i
CC(C)Oc1ccc(N2CC(C(=O)Nc3ccccc3C(=O)NC3CC3)CC2=O)cc1 (stereo unspecified)
    -1, i, i, i, i, i, -6, /, /, 0.0, i
CS(=O)(=O)NCCCCNc1ccc(C(F)(F)F)cc1[N+](=O)[O-]
    -8, i, i, i, i, i, 4, 0, -15, 0.4, i
CCOc1ccc(-c2c(=O)n(OCc3ccccn3)c3ccccc3[n+]2[O-])cc1
    -8, i, i, i, i, i, -4, -1, -5, 0.1, i
COc1ccc([N+](=O)[O-])cc1N(CC(=O)NCCSc1ccccc1)S(C)(=O)=O
    -11, i, i, i, i, i, 0, 3, -28, -0.1, i
O=C1CC(Sc2cccs2)C(=O)N1c1ccccc1 (stereo unspecified)
    3, i, i, i, i, i, -4, -3, -13, 0.0, i
CN(C)S(=O)(=O)c1ccc(NC(=O)CN2CCC(Cc3ccccc3)CC2)cc1
    -17, i, i, i, i, i, -1, 4, -18, 1.1, i
COc1ccccc1CNC(=O)C1CC2Cn3c(nc4cc(Cl)c(Cl)cc43)C2N1C (stereo unspecified)
    -2, i, i, i, i, i, 23, /, /, 0.3, i
COc1ccc(CN(C)C(=O)c2cnc(C)cn2)c(OC)c1OC
    4, i, i, i, i, i, -4, 1, -11, 0.3, i
COc1ccc(-c2nsc3c(N4CCCCC4C)ncnc23)cc1 (stereo unspecified)
    90*, i, i, i, i, i, 32, -2, 76*, -7.8, 11*
CC(C(=O)Nc1ccc(C#N)cc1)N(C)CC(=O)Nc1ccccc1Br (stereo unspecified)
    4, i, i, i, i, i, -5, 5, -5, -0.5, i
CC(=O)O/N=C(\N)c1ccc(-c2csnn2)cc1
    -128, i, i, i, i, i, 8, -2, -49, 2.3, i

Just MrgX1 antag, for 3 of the compounds above:
SMILES | MrgX1 antag
Cc1c(N=C(N)/N=C(\N)Nc2ccccc2)c(=O)n(-c2ccccc2)n1C | -4.6*
CS(=O)(=O)NCCCCNc1ccc(C(F)(F)F)cc1[N+](=O)[O-] | i
COCCNC(=O)C(c1ccccc1F)N(C(=O)C(=O)NC1CCCC1)C1CCCCC1 (stereo unspecified) | i

Full records, quoted from the list. Order of screens: aSyn UTR inh, MrgX1 antag, TRPC6 act, TRPC4 block, TRPC6 inhibitor, TRPC4 act, SKKanGAS inh, IEC-6 cytotox, KLF5 inhibitor, HIF act, TRPC4 PAM
Listed for CC(C(=O)Nc1ccc(C#N)cc1)N(C)CC(=O)Nc1ccccc1Br (stereo unspecified) = 4, i, i, i, i, i, -5, 5, -5, -0.5, i
Listed for Cc1c(N=C(N)/N=C(\N)Nc2ccccc2)c(=O)n(-c2ccccc2)n1C = -18, -4.6*, i, i, i, i, -2, 6, -16, 0.3, i

(further entries)
Value order – aSyn UTR inh, MrgX1 antag, TRPC6 act, TRPC4 block, TRPC6 inhibitor, TRPC4 act, SKKanGAS inh, IEC-6 cytotox, KLF5 inhibitor, HIF act, TRPC4 PAM
Cc1ccc(S(=O)(=O)N[C@@H](Cc2ccccc2)C(=O)N2CCC(C(=O)N[C@H](C(=O)O)C(C)O)CC2)cc1 (stereo partly specified)
    -19, i, i, i, i, i, -2, 1, -36, -0.3, i
Cc1nn(C)c(Cl)c1/C=N/OC(=O)c1ccccc1
    -2, i, i, i, i, i, 10, -6, 3, -0.2, i
C=CCNc1nc(N2CCOCC2)nc(N2CCOCC2)n1
    -20, i, i, i, i, i, 3, -5, -20, 0.1, i
Cn1c(COc2ccccc2)nnc1SCC(=O)c1cccc([N+](=O)[O-])c1
    27, i, i, i, i, i, 4, 2, 1, -0.4, i
Nc1nc(C2CC(=O)OC23CCCCC3)cs1 (stereo unspecified)
    0, i, i, i, i, i, -2, 0, -10, -0.1, i
O=C1C2C(C(=O)N1/N=C/c1ccc([N+](=O)[O-])o1)C1C=CC2C12CC2 (stereo unspecified)
    -31, i, i, i, i, i, 10, -3, 4, 1.6, i
COc1cc(C(C(=O)NC2CCCCC2)N(C(=O)Cc2c[nH]c3ccccc23)c2ccccc2C)cc(OC)c1OC (stereo unspecified)
    -26, i, i, i, i, i, 2, -3, -6, -0.2, i
N#C/C(=C(/O)Cc1ccccc1)P(=O)(c1ccccc1)c1ccccc1
    -5, i, i, i, i, i, 1, 2, -12, -0.2, i
O=C(/C=C/c1cc[n+](CC(=O)c2ccc3cccc4c3c2CC4)cc1)c1ccc2cccc3c2c1CC3
    13, i, i, i, i, i, 30, 4, -23, -0.1, i
O=c1c2cccnc2n(-c2ccccc2)n1Cc1c(Cl)cccc1Cl
    -7, i, i, i, i, i, 15, -4, 5, -0.3, i
Cc1csc(=O)n1CC(=O)OCC(=O)Nc1cc(S(=O)(=O)N2CCOCC2)ccc1Cl
    12, i, i, i, i, i, -5, /, /, 0.3, i
COc1cc(C2C(C(=O)Nc3ccccc3OC)=C(C)Nc3ncnn32)ccc1O (stereo unspecified)
    -8, i, i, i, i, i, -4, -1, -40, -0.1, i
Cc1nn(-c2ccccc2)c(C)c1/C=N/n1c(-c2ccc(Cl)cc2)n[nH]c1=S
    29, i, i, i, i, i, 7, 2, -16, -2.7, i
COCCN(CC1CCCN(C2Cc3ccccc3C2)C1)C(=O)CCSC (stereo unspecified)
    1, i, i, i, i, i, -3, -2, -28, -0.3, i
C=CCOc1ccc2c(c1)c(=O)cc(C(=O)O)n2CC
    -14, i, i, i, i, i, 1, 0, -14, 0.4, i
Cc1cc(C(=O)Cn2nc(C(=O)O)c3ccccc3c2=O)c(C)n1-c1ccc(F)cc1
    -23, i, i, i, i, i, 7, -5, -19, 0.1, i
COc1ccc(CCn2c(SCC(=O)Nc3cc(C)on3)nc3ccccc3c2=O)cc1OC
    3, i, i, i, i, i, 17, -9, -23, -0.1, i
CCOc1ccc(-n2c(C)cc(/C=N/N(C)C)c2C)cc1
    0, i, i, i, i, i, 20, 2, -5, 0.1, i
CCOC(=O)c1[nH]cnc1C(=O)Nc1cccc(OC)c1
    -8, i, i, i, i, i, 6, 2, 9, 0.0, i
CCNC(=O)Oc1ccc[nH]c1=O
    0, i, i, i, i, i, 3, -2, -17, -0.9, i
Cc1cc(C)n(C(=O)c2ccc(S(=O)(=O)N3CCOCC3)cc2)n1
    -1, i, i, i, i, i, 3, 1, 3, 0.0, i
Cc1c(C(=O)N2CC3(CC(c4cccc(NC(=O)CC(c5ccccc5)c5ccccc5)c4)=NO3)C[C@@H]2C(N)=O)cc([N+](=O)[O-])cc1[N+](=O)[O-] (stereo partly specified)
    12, i, i, i, i, i, 14, /, /, -0.7, i
COc1cccc2c(O)c(-c3ccccc3)c(=O)[nH]c12
    5, i, i, i, i, i, -1, /, /, -0.5, i
Cc1cccc(C(=O)Nc2ccc3c(c2)nc(C)n3C)c1
    -29, i, i, i, i, i, -4, -1, -75, -0.2, i
O=S(=O)(Nc1nc2ccccc2nc1-[n+]1cccc(N=C([O-])c2ccccc2Cl)c1)c1ccccc1
    -20, i, i, i, i, i, 6, 2, -23, 0.0, i
CC1CCc2nc(NC(=O)CCSc3ccccc3)sc2C1 (stereo unspecified)
    -34, i, i, i, i, i, 0, -8, -44, 0.0, i

This is a random part of the collection; 5.8% or so of the library scored in one or more.
